Compound activity (PubChem BioAssay)
MITF inh: inhibitors of human MITF | actives 0.91% (n = 650,000) | inhibition, % at 2.6 µM | AID 1259374 | AlphaScreen MITF homodimerization, bead proximity signal | O75030; in the data active = inhibition above about 50%;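 also: 0% = vehicle wells with protein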
Target sequence (O75030 whole entry, looked up): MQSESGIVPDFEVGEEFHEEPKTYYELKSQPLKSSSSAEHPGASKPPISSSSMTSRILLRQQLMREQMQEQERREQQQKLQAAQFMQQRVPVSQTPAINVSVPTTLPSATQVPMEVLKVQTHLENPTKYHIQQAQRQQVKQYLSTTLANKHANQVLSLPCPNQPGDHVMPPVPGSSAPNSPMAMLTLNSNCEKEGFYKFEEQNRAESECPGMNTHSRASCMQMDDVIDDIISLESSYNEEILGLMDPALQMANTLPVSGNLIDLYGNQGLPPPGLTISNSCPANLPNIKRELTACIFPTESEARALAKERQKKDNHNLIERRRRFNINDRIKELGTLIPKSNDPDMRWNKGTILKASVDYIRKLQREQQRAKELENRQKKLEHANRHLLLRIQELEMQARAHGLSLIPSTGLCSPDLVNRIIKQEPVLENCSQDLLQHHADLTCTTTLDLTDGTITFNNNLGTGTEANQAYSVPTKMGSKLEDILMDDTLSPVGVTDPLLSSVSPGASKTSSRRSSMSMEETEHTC
FBW7 activator: human FBW7 E3 ligase activation, primary screen; actives 0.13% (n = 650,000); Q969H0; normalized activity (activation), % at 26.1 µM; AlphaScreen FBW7–phospho-cyclin E peptide binding, activator screen; in the data active = normalized activity above about 1.9%;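 also: purified mutant Fbw7 with reduced substrate affinity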
TEAD-YAP block: TEAD-YAP interaction inhibition. HEK-TIYL cells, TEAD-Gal4/YAP UAS-luciferase luminescence. inhibition, % at 9.12 µM. actives 1.4% (n = 640,000). AID 1259422; in the data active = inhibition above about 32%;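 also: 0% = median of test compound wells and 100% = reference inhibitor wells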
GPR151 ag: human GPR151 activation; PathHunter beta-arrestin GPR151 cells, luminescence; activation, % at 11.2 µM; actives 1% (n = 650,000); AID 1508602; in the data active = activation above about 4.9%;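 also: 0% = median of compound wells and 100% = cells with positive control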
Target sequence (Q8TDV0 whole entry, looked up): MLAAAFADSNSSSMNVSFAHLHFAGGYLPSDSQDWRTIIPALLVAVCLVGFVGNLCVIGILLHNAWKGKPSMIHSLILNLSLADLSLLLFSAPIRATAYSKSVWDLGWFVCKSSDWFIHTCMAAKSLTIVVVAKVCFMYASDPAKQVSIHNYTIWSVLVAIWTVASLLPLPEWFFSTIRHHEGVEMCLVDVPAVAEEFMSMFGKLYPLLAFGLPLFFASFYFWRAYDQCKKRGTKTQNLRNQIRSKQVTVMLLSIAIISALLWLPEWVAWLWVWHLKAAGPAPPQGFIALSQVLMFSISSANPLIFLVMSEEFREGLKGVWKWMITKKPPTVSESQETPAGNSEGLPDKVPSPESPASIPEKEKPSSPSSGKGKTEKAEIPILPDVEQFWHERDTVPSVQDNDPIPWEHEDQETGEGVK
Active calls of the source: *.

nr	mol	MITF inh	FBW7 activator	TEAD-YAP block	GPR151 ag
1	Cc1ccc(CNC(=O)c2ccc(Cn3c(=S)[nH]c4cc5c(cc4c3=O)OCO5)cc2)cc1	7	0.0	5	-0.2
2	c1ccc2oc(-c3cnc(-c4ccncc4)nc3-c3ccncc3)nc2c1	7	0.0	-2	0.1
3	CN(c1ccc(Cl)cc1)S(=O)(=O)c1ccc2[nH]cc(C(=O)NCCC3=CCCCC3)c(=O)c2c1	10	0.7	-22	0.8
4	COc1ccc(C/C(N)=N\n2cnnc2)cc1	-3	0.1	-1	-1.0
5	COc1ccc(C2C=C(c3ccc(Br)s3)Nc3ncnn32)c(OC)c1 (stereo unspecified)	1	0.0	11	0.4
6	COC(=O)C1=NNC2C(=O)N(c3ccc(Cl)c(F)c3)C(=O)C12 (stereo unspecified)	13	1.2	1	-0.3
7	CCN(Cc1nc(-c2ccc(C)cc2)no1)C(=O)Nc1cccc(C)c1	3	0.0	0	-1.7
8	Cc1ccccc1CN1CCN(Cc2nccs2)CC1CCO (stereo unspecified)	-2	0.3	7	2.6
9	CC(=O)N1CCc2cc(Br)cc(S(=O)(=O)N3CCN(c4ccccc4)CC3)c21	-4	0.0	-13	1.9
10	c1cncc(OCCCNc2nc3nonc3nc2N2CCCC2)c1	-5	-0.1	5	-1.2
11	Fc1ccc(CN2CCSCC2)cc1F	22	-0.1	9	0.0
12	CCN(CC)S(=O)(=O)c1ccc(-n2cc(C(=O)c3ccccc3O)cn2)c([N+](=O)[O-])c1	7	0.7	-12	-1.8
13	Cc1c(CCC(C)C)c(-n2ccnc2C)n2c(nc3ccccc32)c1C#N	19	0.3	-18	-0.8
14	CCOC(=O)c1ccsc1NC(=O)c1ccc2c(c1)CCCC2	1	-0.1	-5	-1.3
15	COc1ccc([N+](=O)[O-])cc1N(CC(=O)NC(C(C)C)C(C)C)S(C)(=O)=O	7	0.1	-3	0.5
16	Cc1ccc(-c2nnc(Nc3ccc(F)cc3)c3ccccc23)cc1S(=O)(=O)NCc1ccccn1	18	0.4	6	-0.6
17	Clc1ccccc1CNCc1ccccn1	28	-1.8	-17	0.6
18	c1ccc(Nc2nc(Nc3ccc4c(c3)OCO4)c3ncn(-c4ccsc4)c3n2)cc1	-1	0.0	28	3.0
19	COc1ccc(CN(CC(=O)NCCC(C)C)C(=O)CCC(=O)Nc2ccccn2)cc1	0	0.0	-4	0.5
20	COc1ccc(C2=N/C(=C\C(C)=C\c3ccccc3)C(=O)O2)cc1	20	0.6	-1	0.3
21	COCCCn1c(SCC(N)=O)nnc1-c1cccs1	12	0.0	8	0.2
22	Cc1nc(NC(=O)COC(=O)c2ccc(CO)cc2)c(Cl)cc1Cl	5	0.3	-1	-0.5
23	Cc1ccc(Cn2c(N3CCN(C)CC3)nc3c2c(=O)[nH]c(=O)n3C)cc1	21	0.0	-7	0.8
24	O=C(c1ccccn1)N1CCC[C@@H](Cn2cc(C(=O)N3CCOCC3)nn2)C1	-12	0.5	-10	-0.1
25	CCN(CC)c1ncccc1C(=O)N1CCOCC1	4	-0.1	2	0.3
26	CSc1nnc(-c2ccccc2O)o1	7	-0.1	-3	-1.1
27	COc1cc(NC(=O)C(NC(=O)C2CCC(C)CC2)C(C)C)cc(OC)c1OC (stereo unspecified)	15	-0.1	-3	3.7
28	O=C(CCn1c(=O)oc2ccccc21)Nc1cccc(F)c1	11	0.0	12	0.5
29	CCN(CC)c1ccc(C(=O)Nn2c(-c3cccc(OC)c3)nc3ccccc3c2=O)cc1	-11	-0.3	-6	0.7
30	O=C1/C(=N\O)CC(OC(=O)c2ccccc2)C/C1=N/O (stereo unspecified)	-1	-0.1	-1	1.0
31	Cc1nc(N2CCN(C)CC2)c2c3c(sc2n1)CCC3	1	0.2	11	0.9
32	COCCn1c(SCC(=O)c2ccc(Cl)cc2)nc2c(c1=O)SCC2	-1	-0.3	8	-0.5
33	Cc1ccc(-c2nnn(CC(=O)N(CC(=O)NC3CCCCC3)c3ccccc3F)n2)o1	-3	-0.2	0	1.4
34	O=C(COc1ccc(C=C2C(=O)NC(=S)NC2=O)cc1)Nc1ccccc1	16	-0.1	-27	-2.5
35	CC(C)NCC(O)Cn1c2ccc(Cl)cc2c2cc(Cl)ccc21 (stereo unspecified)	2	0.5	-7	-0.4
36	O=C(CSc1ccc(Cl)cc1)N/N=C/c1ccc(O)cc1	6	0.6	3	0.5
37	CC(C)CS(=O)(=O)Nc1ccc2c(c1)CC(=O)N2C	2	-0.2	-10	-0.1
38	N#Cc1ccc(NC(=O)c2cccc3ccccc23)cc1	-4	0.0	-2	1.4
39	CC(C)(C)OC(=O)NNC(=O)NC12CC3CC(CC(C3)C1)C2	10	0.7	9	0.1
40	COC(=O)c1ccc(N2C(=O)C3C4CCC(C4)C3C2=O)cc1 (stereo unspecified)	-1	0.0	4	0.7
41	CCN(CC)CC(C)OC(=O)c1ccccc1F (stereo unspecified)	-9	0.0	1	-0.5
42	O=C1N/C(=C/c2cc(Cl)ccc2O)C(=O)N1c1ccccc1	7	0.1	-34	-2.7
43	Cc1ccc(C)c(NC(=O)CCN2CCCCCC2)c1	8	0.2	6	-0.1
44	CCC(C)N1C(=O)C2C(C(=O)Nc3ccc(F)c(Cl)c3)C3C=CC2(O3)C1C(=O)NC1CCCC(C)C1C (stereo unspecified)	5	-0.2	-21	0.6
45	Cc1ccc(-n2ncc3c(Nc4ccc(Br)cc4)ncnc32)cc1	5	0.3	1	0.3
46	O=C(Nc1nccs1)C1CC2CCC1C2 (stereo unspecified)	15	0.5	10	0.9
47	Cc1ccc(CN2CCCC(CNC(=O)C3(c4ccc(Cl)cc4)CC3)C2)o1 (stereo unspecified)	-18	0.2	0	-1.1
48	Cc1nc([N+](=O)[O-])cn1Cc1ccccc1	13	0.0	1	0.8
49	O=C(N/N=C/c1cc(Br)cc([N+](=O)[O-])c1O)c1ccncc1	24	-0.9	5	1.1
50	O=C(c1ccccc1)c1ccc(N2CCN(C(=O)c3ccc(F)cc3)CC2)c(F)c1	-2	-0.1	12	0.6

Values in list order from above.
Nos. 36–42 in FBW7 activator, in turn: 0.6, -0.2, 0.0, 0.7, 0.0, 0.0, 0.1
Nos. 36–42 in TEAD-YAP block, in turn: 3, -10, -2, 9, 4, 1, -34
Nos. 36–42 in MITF inh, in turn: 6, 2, -4, 10, -1, -9, 7

(next part)
nr	mol	MITF inh	FBW7 activator	TEAD-YAP block	GPR151 ag
51	COc1ccc2c(CNCCc3ccc(Cl)cc3)c(C(=O)O)[nH]c2c1	-1	0.0	-3	0.7
52	CC(=O)Oc1ccc(Br)c2cccnc12	-3	-0.1	2	0.7
53	CCN1C(=O)NC(c2cc(Br)c(O)c(OC)c2)C(C(=O)OCCOC)=C1C (stereo unspecified)	-15	0.0	-1	0.2
54	CCOC(=O)N1CCC(NC(=O)C2CCCN(C(=O)c3cc4sccc4n3C)C2)CC1 (stereo unspecified)	-1	0.0	1	0.2
55	Cc1ccc(-n2cc(C(=O)N3CCCc4ccccc43)c3ccccc3c2=O)cc1C	-3	-0.2	-13	-1.0
56	CC(=O)Nc1ccc(C(=O)OCC(=O)OC2CC(C)CCC2C(C)C)cc1 (stereo unspecified)	12	-0.1	4	-0.1
57	Cc1ccc(S(=O)(=O)Nc2ccc(NC(=O)c3ccccc3)cc2)cc1	13	-0.1	4	0.5
58	C[N+](C)(C)CC(O)COc1ccccc1 (stereo unspecified)	8	0.1	5	0.2
59	CC1CCN(c2nc3c(c(=O)n(C)c(=O)n3C)n2Cc2ccc(Cl)cc2)CC1	4	0.0	-19	0.3
60	CC(=O)N1CCC(N2CCN(c3ccccc3F)CC2)CC1	2	0.0	8	-0.8
61	COc1ccc(-c2cn3c(NC(=O)c4ccccc4)c(C)nc3cn2)cc1	14	0.5	0	-0.6
62	CCC(C)c1c(O)nc(SCC(=O)N2CCCCC2)[nH]c1=O (stereo unspecified)	-16	0.0	-12	1.2
63	O=c1c(-c2ccccc2)coc2cc(OCCN3CCOCC3)ccc12	-2	-0.3	-4	0.7
64	Cc1cccc(OCC(=O)O/N=C(\N)c2cccc([N+](=O)[O-])c2)c1C	-2	0.1	-4	-0.2
65	O=C(CNC(=O)c1ccccc1Cl)N/N=C/c1cccc(Br)c1	-7	0.1	-5	-1.3
66	Clc1ccc(-c2cn3c4ccccc4nc3n2CCCN2CCOCC2)cc1	16	0.7	0	-0.6
67	CCOC(=O)C1(CCOC)CCN(Cc2cnn(-c3cccc(Cl)c3)c2)CC1	6	0.0	4	0.5
68	N#Cc1c(C(F)(F)F)cc(-c2cccs2)nc1SCC(=O)Nc1nnc(-c2ccccc2)s1	0	-0.1	-13	-0.7
69	COc1ccc(CN2C[C@@H]3C[C@@H](c4cnn(C)c4C)N4CCC[C@@]34C2=O)cc1	11	0.2	-1	0.9
70	CCCn1c(SCC(=O)c2cc(OC)ccc2OC)nnc1-c1ccco1	8	0.0	8	0.1
71	OC1CCN(Cc2cccc(Oc3ccccc3)c2)CC1	-1	0.1	-8	-0.3
72	CCN(C(=O)NCc1noc2ccccc12)c1ccccc1	-5	-0.1	-9	5.6*
73	CC(Cl)C(=O)NC1CCCc2ccccc21 (stereo unspecified)	-5	0.0	-7	0.8
74	Cc1nn(C2CCS(=O)(=O)C2)c(Cl)c1/C=C/c1nc2ccccc2s1 (stereo unspecified)	-11	-0.1	95*	-4.8
75	CN1/C(=C\C(=O)Nc2cccnc2)c2ccccc2CC1(C)C	-2	0.0	3	-0.6
76	COc1ccc2c(c1)C(C)=CC(C)(C)N2C(=O)CNCc1ccccc1	10	-0.1	-1	-0.3
77	COc1ccc(CN2CCN(c3ccccc3C)CC2)c(OC)c1OC	39	0.2	-2	3.8
78	COc1cc(C)c(C)cc1S(=O)(=O)NCc1ccsc1	-6	-0.2	-8	-2.1
79	CC1=C(C(=O)Nc2ccccn2)C(c2ccc(O)cc2)n2nnnc2N1 (stereo unspecified)	-4	0.1	-81	-3.2
80	CSc1nc(C(=O)N2CCC(N3CCC(C(=O)NC(C)C)CC3)CC2)cs1	5	0.1	3	1.5
81	N=C1C(c2nc(-c3ccc(Cl)cc3)cs2)=C(O)CN1/N=C/C=O	-1	-0.2	2	1.4
82	C=C(C)Cn1c(SCC(O)CCl)nc2c1c(=O)[nH]c(=O)n2C (stereo unspecified)	5	-0.1	-12	0.9
83	CC(c1ccccc1)n1c(Br)nc2c1c(=O)n(C)c(=O)n2C (stereo unspecified)	-9	0.0	-7	0.2
84	Cc1cccc2cc(-c3nc4ccccc4[nH]3)c(=O)oc12	12	0.2	-43	0.2
85	COC(=O)c1cc(S(=O)(=O)N2CCCC(C)C2)cn1C (stereo unspecified)	11	-0.1	5	-1.0
86	CC(OC(=O)[C@@H](NS(=O)(=O)c1cccc(Cl)c1)C(C)C)C(=O)NC(N)=O (stereo partly specified)	-12	0.1	-3	1.6
87	Cc1ccc(C(C)C)c(OCC(O)CNC2CCCC2)c1 (stereo unspecified)	10	0.6	-1	3.8
88	Cc1ccc2c(c1)N(C(=O)COc1ccccc1)C(C)(C)c1ssc(=S)c1-2	28	-0.6	16	3.4
89	CCCNS(=O)(=O)c1ccc(OCC(=O)N2CCC(C(=O)OCC)CC2)cc1	1	-0.1	-3	-2.4
90	COC1CCN(c2nc(CN(C)C(C)c3nc(C)cs3)nc3ccc(Cl)cc23)CC1 (stereo unspecified)	4	0.1	-9	1.4
91	Nc1n[nH]c(-c2ccccc2)n1	-1	0.1	-11	0.6
92	O=C(O)C1CSC(c2ccc(OCc3cccc4ccccc34)cc2)N1 (stereo unspecified)	2	0.0	-36	0.0
93	Cc1ccccc1CC1(CO)CCCN(C(=O)CN2CCOc3ccccc3C2)C1 (stereo unspecified)	-3	0.0	-27	2.0
94	Clc1ccc(-c2csc(N3CCN(Cc4ccccc4Cl)CC3)n2)cc1	1	0.0	-9	-1.0
95	O=C(NCCc1ccccc1Cl)c1ccc(N2CC3CC(C2)c2cccc(=O)n2C3)c(NS(=O)(=O)c2ccc(Cl)cc2)c1 (stereo unspecified)	3	-1.4	-16	0.2
96	Cc1ccnc2nc(C(=O)OCC(=O)Nc3ccc4c(c3)OCCO4)nn12	0	0.0	-6	2.3
97	CCCN(CCC)S(=O)(=O)c1ccc(NS(=O)(=O)c2ccccc2)cc1	3	-0.2	4	-0.3
98	COC1OC(=O)C(Cl)=C1Nc1ccc(C)cc1C (stereo unspecified)	-8	-0.2	1	2.1
99	CCCCCCCC(=O)N/N=C/c1cccc(OC)c1OC	9	0.1	4	-1.1
100	CCc1ccccc1NC(=O)Cn1nnc(-c2nc(-c3ccccc3)no2)c1N	1	0.1	8	1.5

In the list so far, 2 have a COOH group.
nr	mol	MITF inh	FBW7 activator	TEAD-YAP block	GPR151 ag
51	COc1ccc2c(CNCCc3ccc(Cl)cc3)c(C(=O)O)[nH]c2c1	-1	0.0	-3	0.7
92	O=C(O)C1CSC(c2ccc(OCc3cccc4ccccc34)cc2)N1 (stereo unspecified)	2	0.0	-36	0.0

4 records drawn at random from the list so far:
nr	mol	MITF inh	FBW7 activator	TEAD-YAP block	GPR151 ag
14	CCOC(=O)c1ccsc1NC(=O)c1ccc2c(c1)CCCC2	1	-0.1	-5	-1.3
29	CCN(CC)c1ccc(C(=O)Nn2c(-c3cccc(OC)c3)nc3ccccc3c2=O)cc1	-11	-0.3	-6	0.7
15	COc1ccc([N+](=O)[O-])cc1N(CC(=O)NC(C(C)C)C(C)C)S(C)(=O)=O	7	0.1	-3	0.5
28	O=C(CCn1c(=O)oc2ccccc21)Nc1cccc(F)c1	11	0.0	12	0.5
